Assay outcomes (PubChem)
DENV2 CPE rescue: DENV2-induced cell death inhibition; CPE inhibition, % at 9.99 µM; DENV2-infected cells, cytopathic effect rescue, plate reader; 1.7% of 350,000 active; in the data active means CPE inhibition above about 20%, passing the limit was not always enough; inconclusive means no clear call, values can overlap the other calls; tested in BHK-21 cells;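 further: 0% = median of neutral control wells and 100% = median of positive control wells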
ERAP1 inh: inhibitors of human ERAP1 aminopeptidase; Q9NZ08; inhibition, % at 10.7 µM; AID 652197; 0.15% of 340,000 active; recombinant ERAP1, Leu-AMC fluorescence, 60 min;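 active means mean replicate inhibition of at least 30%, or all replicates individually reaching that 30% level; inactive means mean below 30% and not every replicate reaching it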;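 further: 0% = neutral control wells and 100% = L-leucinethiol positive control wells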
SIRT5 inh: inhibitors of human sirtuin-5 desuccinylase. Q9NXA8. Purified SirT5, succinyl-peptide AMC, trypsin-coupled fluorescence. inhibition, % at 15 µM. 1.1% of 330,000 active; in the data active means inhibition above about 15%; inconclusive means no clear call, values can overlap the other calls
Target sequence (Q9NXA8 whole entry, looked up): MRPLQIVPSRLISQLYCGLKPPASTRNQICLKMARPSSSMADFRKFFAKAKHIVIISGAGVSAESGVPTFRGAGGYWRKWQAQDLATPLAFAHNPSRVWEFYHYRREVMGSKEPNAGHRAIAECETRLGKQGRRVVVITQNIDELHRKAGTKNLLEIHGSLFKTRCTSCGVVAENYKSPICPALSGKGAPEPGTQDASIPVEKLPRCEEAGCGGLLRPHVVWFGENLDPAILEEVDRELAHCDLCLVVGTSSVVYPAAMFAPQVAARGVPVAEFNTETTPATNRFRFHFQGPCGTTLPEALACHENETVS
CASP6 VEID inh: inhibitors of human caspase-6. purified caspase-6, Z-VEID-R110 cleavage fluorescence. inhibition, % at 12.5 µM. 0.53% of 350,000 active. AID 686996;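 active means mean inhibition across replicates at least about 35%, with every replicate also reaching that limit, limit read from the data; inconclusive means only one of the two criteria met; inactive means neither criterion met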;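 further: 0% = median of neutral control wells and 100% = no fluorescence left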
Target sequence (P55212 24-179 limits assumed): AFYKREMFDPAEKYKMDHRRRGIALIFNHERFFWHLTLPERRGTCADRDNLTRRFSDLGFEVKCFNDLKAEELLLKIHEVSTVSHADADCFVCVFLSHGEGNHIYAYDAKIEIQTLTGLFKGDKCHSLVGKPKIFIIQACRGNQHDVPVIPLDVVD
Target sequence (P55212 194-293 limits assumed): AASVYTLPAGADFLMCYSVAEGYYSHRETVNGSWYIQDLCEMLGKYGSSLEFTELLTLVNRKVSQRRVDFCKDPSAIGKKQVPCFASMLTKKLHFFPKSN
ERp5 inh: blocks human ERp5 reductase activity on insulin | 0.05% of 350,000 active | ERp5 insulin aggregation, absorbance 650 nm, 90 min | AID 651711 | inhibition, % at 9.99 µM;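 active means mean replicate inhibition above about 25%, with every replicate also reaching it, limit read from the data, passing the limit was not always enough; inconclusive means only one of those two criteria met; inactive means neither criterion met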
Target sequence (Q15084 whole entry, looked up): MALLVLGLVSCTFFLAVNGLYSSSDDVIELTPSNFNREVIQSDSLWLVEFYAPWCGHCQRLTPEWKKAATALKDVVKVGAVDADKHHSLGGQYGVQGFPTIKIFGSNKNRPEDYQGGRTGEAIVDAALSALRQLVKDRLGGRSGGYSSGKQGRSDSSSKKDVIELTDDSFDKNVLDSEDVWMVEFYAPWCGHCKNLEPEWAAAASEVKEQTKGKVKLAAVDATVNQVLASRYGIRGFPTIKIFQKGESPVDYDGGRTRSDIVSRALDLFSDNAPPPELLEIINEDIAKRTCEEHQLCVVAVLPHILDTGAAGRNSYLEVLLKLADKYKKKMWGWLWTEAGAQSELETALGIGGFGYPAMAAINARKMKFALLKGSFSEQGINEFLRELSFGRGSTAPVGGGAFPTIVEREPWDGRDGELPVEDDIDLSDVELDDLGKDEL
CFTR F508del cor: CFTR F508del correction in bronchial cells; CFBE cells, YFP halide quenching; stimulated with forskolin plus potentiator P3; % fluorescence drop versus neutral controls; activity (quench increase), % at 7.58 µM; 0.36% of 350,000 active; AID 720511;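 active means mean added fluorescence quench of at least 8% versus neutral control, with both replicates also reaching 8%; inconclusive means only one of the mean or replicate conditions met; inactive means mean below 8% and not both replicates reaching 8%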;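 further: cells transiently co-express mutant CFTR-F508del with the halide-sensitive YFP; corrector assay measuring rescue of mutant channel to the surface after 24 h compound exposure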
miR-122 sensor: blocks miR-122 activity in Huh7 sensor cells | Huh7 miR-122 Renilla luciferase sensor, 48 h; neutral wells = 0, positive control = 100 | activation (reporter increase), % at 12.5 µM | 0.3% of 340,000 active;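 active means mean replicate activation score at least 90 and every replicate individually at or above 90; inconclusive means only one of the two criteria met; inactive means neither criterion met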;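 further: higher luciferase means less miR-122 activity so hits act as miR-122 inhibitors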
An asterisk follows results filed as active; & = joins results of further samples; [ ] = another dose, or the depositor's remark.

CCCNC(=O)C[C@@H]1CC[C@H]2[C@H](COc3ccc(NC(=O)c4cc(F)cc(F)c4)cc3C(=O)N2C)O1 was read as DENV2 CPE rescue 2, CFTR F508del cor -0.1 and miR-122 sensor 10[16.7 µM].
For CCCCn1c(CCC(=O)O)nc2cc(S(=O)(=O)N(CC)CC)ccc21 the results were DENV2 CPE rescue -5, ERAP1 inh 3, SIRT5 inh 1, CASP6 VEID inh -2, ERp5 inh 3 and CFTR F508del cor -0.2.
Screening COc1ccc2cc(C(N)=O)c(=Nc3ccc(C)cc3)oc2c1 returned DENV2 CPE rescue 2, ERAP1 inh -1, SIRT5 inh 0, CASP6 VEID inh -1, ERp5 inh 1 and CFTR F508del cor -1.6.
O=C(Nc1ccc(NC(=O)c2cccs2)cc1)c1cccnc1 was read as DENV2 CPE rescue -6, CASP6 VEID inh -3, ERp5 inh -2 and CFTR F508del cor -1.2.
For CC(CC(=O)N(C)C1CCCCC1)S(=O)(=O)c1ccc2c(c1)NC(=O)CO2 (stereo not drawn) the results were DENV2 CPE rescue -5, ERAP1 inh -1, SIRT5 inh -2, CASP6 VEID inh -2, ERp5 inh -4, CFTR F508del cor 3.0 and miR-122 sensor -4.
CO[C@H]1CN(C)C(=O)c2ccc(NC(=O)c3ccccc3)cc2OC[C@@H](C)N(C(=O)CN(C)C)C[C@H]1C was read as DENV2 CPE rescue 4, ERAP1 inh -5, SIRT5 inh 0, CASP6 VEID inh 1, ERp5 inh 13, CFTR F508del cor -0.7 and miR-122 sensor -26[16.7 µM].
CC1=NN(C(N)=S)C(=O)C1N=Nc1ccccc1O (stereo not drawn) was read as DENV2 CPE rescue -1, ERAP1 inh 3, SIRT5 inh -2, CASP6 VEID inh 10, ERp5 inh -16, CFTR F508del cor 0.4 and miR-122 sensor 9.
Screening O=C(CN1CCCCCC1)Nc1cc(C(F)(F)F)ccc1Cl returned DENV2 CPE rescue -10, ERAP1 inh 4, SIRT5 inh 2, CASP6 VEID inh -2, ERp5 inh -1, CFTR F508del cor -1.6 and miR-122 sensor 11.
For CC1(C)Cc2c(c(N3CCOCC3)nc3sc(C(=O)Nc4cccc(Cl)c4)c(N)c23)CO1 the results were DENV2 CPE rescue 5, ERAP1 inh 3, SIRT5 inh 6, CASP6 VEID inh 0, ERp5 inh 3, CFTR F508del cor -1.3 and miR-122 sensor 0.
For CC1(Br)C(Sc2ccccc2[N+](=O)[O-])=Nc2ccccc21 (stereo not drawn) the results were DENV2 CPE rescue -3, ERAP1 inh 0, CASP6 VEID inh 2, ERp5 inh 2 and CFTR F508del cor -0.5.
COc1ccc(C#Cc2c(-c3ccsc3)oc3ccc(N4CCOCC4)cc23)cc1 was read as DENV2 CPE rescue -12, ERAP1 inh 5, SIRT5 inh -2, CASP6 VEID inh -2, ERp5 inh -1, CFTR F508del cor 1.4 and miR-122 sensor 4.
Screening CCOC(=O)c1ccc(CN(Cc2ccc(C)cc2)S(=O)(=O)c2cccc([N+](=O)[O-])c2)cc1 returned DENV2 CPE rescue -2, ERAP1 inh -4, SIRT5 inh -5, CASP6 VEID inh 0 and ERp5 inh 2.
Screening Cc1ccc(S(=O)(=O)N(C)C[C@@H]2Oc3ccc(NC(=O)Nc4ccc(C(F)(F)F)cc4)cc3C(=O)N([C@H](C)CO)C[C@H]2C)cc1 returned DENV2 CPE rescue -9, ERAP1 inh -5, SIRT5 inh -3, CASP6 VEID inh -1, ERp5 inh 3, CFTR F508del cor 0.7 and miR-122 sensor -14[16.7 µM].
Oc1cccc(C=NN=C2c3ccccc3-c3ccccc32)c1 was read as DENV2 CPE rescue 1, ERAP1 inh 2, SIRT5 inh 8, CASP6 VEID inh 0, ERp5 inh 0 and CFTR F508del cor -2.1.
Screening Cc1ccccc1S(=O)(=O)N1[C@@H]2CNC[C@H]1C2c1ccc(-c2cccc(C(=O)N(C)C)c2)cc1 (stereo partly drawn) returned DENV2 CPE rescue 7&3, ERAP1 inh 0&1, SIRT5 inh 5&5, CASP6 VEID inh 0&1, ERp5 inh 4&4 and CFTR F508del cor 1.1&2.4.
COC(=O)[C@]1(C)N[C@H](CN(C)C(=O)Nc2ccccc2)[C@@H]2C(=O)N(Cc3ccccc3)C(=O)[C@@H]21 was read as DENV2 CPE rescue -4, ERAP1 inh -3, SIRT5 inh -5, CASP6 VEID inh 3, ERp5 inh -1 and CFTR F508del cor -0.1.
Screening Nc1cc2c(cc1[N+](=O)[O-])-c1ccccc1C2=NO returned DENV2 CPE rescue 7, ERAP1 inh 0, SIRT5 inh 3, CASP6 VEID inh 0, ERp5 inh -1 and CFTR F508del cor -0.3.
`N#C/C(=C\Nc1ccccc1O)c1nc2ccccc2o1` gave DENV2 CPE rescue -10, ERAP1 inh -1, SIRT5 inh -3, CASP6 VEID inh 1, ERp5 inh 1, CFTR F508del cor 1.6 and miR-122 sensor 5.
CCO[C@@H]1OC(C(=O)Nc2ccccc2)=C[C@H](C2CC2)[C@H]1CCCO was read as DENV2 CPE rescue -2&-6, ERAP1 inh 0&-2, SIRT5 inh 0&-1, CASP6 VEID inh -1&-11, ERp5 inh -1&-8, CFTR F508del cor -3.4&1.2 and miR-122 sensor -4.
For CN(CC(=O)Nc1cccc(Cl)c1)S(=O)(=O)c1ccc2c(c1)n(C)c(=O)c(=O)n2C the results were DENV2 CPE rescue 2, ERAP1 inh -3, SIRT5 inh 33*, CASP6 VEID inh 0, ERp5 inh 7, CFTR F508del cor 1.0 and miR-122 sensor -5.
O=C1c2ccccc2C(=O)N1c1ccccc1 was read as DENV2 CPE rescue -18, ERAP1 inh -1, SIRT5 inh -2, CASP6 VEID inh -2, ERp5 inh 2, CFTR F508del cor -0.7 and miR-122 sensor -1.
`CCOCCCNC(=O)Cn1cc2c(n1)-c1c(oc(C(=O)N3CCCC3)c1C)CC2` gave DENV2 CPE rescue -1, ERAP1 inh 1, SIRT5 inh 7, CASP6 VEID inh 8, ERp5 inh 3 and CFTR F508del cor 0.2.
Screening CCOc1ccc(CCNC(=O)CSc2cc(=O)n(C)c3ccc(Cl)cc23)cc1OCC returned DENV2 CPE rescue 10, ERAP1 inh 2, CASP6 VEID inh 0, ERp5 inh 9, CFTR F508del cor 0.9 and miR-122 sensor -1.
`O=C(C1CCCN(c2ncnc3c2nc2n3CCCCC2)C1)N1CCN(c2ccccc2)CC1` (stereo not drawn) gave DENV2 CPE rescue 1, ERAP1 inh -3, SIRT5 inh -2, CASP6 VEID inh 0, CFTR F508del cor 2.0 and miR-122 sensor 4.
Screening Cn1c(=O)n(C)c2cc(N3CCOCC3)c(NC(=O)c3cccc(Cl)c3)cc21 returned DENV2 CPE rescue 1, ERAP1 inh -1, SIRT5 inh -7, CASP6 VEID inh -5, ERp5 inh 6, CFTR F508del cor -2.0 and miR-122 sensor -7.
For Cc1ccc(NC(=S)N/N=C2\CC3CC=CC23)c(C)c1 (stereo not drawn) the results were DENV2 CPE rescue -3, ERAP1 inh -4, SIRT5 inh 0, CASP6 VEID inh 10, ERp5 inh -1 and CFTR F508del cor 0.9.
`Cc1cc(=O)oc2cc(NC(=O)CN3C(=O)NC(C)(c4ccccc4)C3=O)ccc12` (stereo not drawn) gave DENV2 CPE rescue 1, ERAP1 inh -4, SIRT5 inh 1, CASP6 VEID inh 2, ERp5 inh 0, CFTR F508del cor -1.0 and miR-122 sensor -6.
O=C(COC(=O)c1ccc2ccccc2c1)NCCCc1ccccc1 was read as DENV2 CPE rescue 0, ERAP1 inh 1, SIRT5 inh 3, CASP6 VEID inh 0, ERp5 inh 1, CFTR F508del cor -3.7 and miR-122 sensor 0.
C=CCC[C@@H](Cc1ccc(F)cc1)C(=O)OC[C@H]1CCCN1C(=O)[C@@H](CC=C)CC(=O)N[C@H](CO)Cc1ccccc1 was read as DENV2 CPE rescue -3, ERAP1 inh -8, SIRT5 inh 12, CASP6 VEID inh 6, ERp5 inh 2, CFTR F508del cor 4.6 and miR-122 sensor -13.
For CCn1c(C(=O)N2CCC(C(=O)N3CCN(c4ccccn4)CC3)CC2)cc2sccc21 the results were DENV2 CPE rescue -6, ERAP1 inh 15, SIRT5 inh 0, CASP6 VEID inh -1, ERp5 inh -9, CFTR F508del cor 0.8 and miR-122 sensor -1.
Screening CNc1snc(C)c1C(=O)OC(C)C(=O)Nc1ccccc1 (stereo not drawn) returned DENV2 CPE rescue -6, ERAP1 inh 2, SIRT5 inh -2, CASP6 VEID inh 2, ERp5 inh 3, CFTR F508del cor -3.7 and miR-122 sensor -3.
N=C1c2ccccc2CN1NC(=O)c1cccc(S(=O)(=O)N2CCCCC2)c1 was read as DENV2 CPE rescue 2, ERAP1 inh 1, SIRT5 inh -2, CASP6 VEID inh 0, ERp5 inh 4 and miR-122 sensor -27.
For CC(=O)N1[C@H](C)C=C[C@]1(Cc1ccccc1)C(=O)NCCN1CCOCC1 the results were DENV2 CPE rescue 4, ERAP1 inh -2, SIRT5 inh -2, CASP6 VEID inh -1, ERp5 inh -5, CFTR F508del cor 0.0 and miR-122 sensor -5.
`c1ccc(-c2nnc(-c3ccncc3)nc2-c2ccccc2)cc1` gave DENV2 CPE rescue inconclusive, ERAP1 inh 1, SIRT5 inh -5, CASP6 VEID inh -3 and ERp5 inh -2.
C=CCNC(=O)[C@@H]1[C@H]2C(=O)O[C@H](c3ccccc3)[C@H](c3ccccc3)N2[C@H](c2ccc(OCCO)cc2)[C@@]12C(=O)Nc1ccc(C#CCNC(N)=O)cc12 was read as DENV2 CPE rescue -7, ERAP1 inh 0, SIRT5 inh 10, CASP6 VEID inh 0, ERp5 inh 3 and CFTR F508del cor -0.8.
For O=C(NCc1ccc(OC(F)(F)F)cc1)c1ccc2c(c1)S(=O)(=O)c1ccccc1C2=O the results were DENV2 CPE rescue -16, ERAP1 inh 0, CASP6 VEID inh -1, ERp5 inh 3, CFTR F508del cor 2.0 and miR-122 sensor -8.
Screening CN1c2ccccc2Oc2nnc(N3CCN(Cc4ccccc4)CC3)cc21 returned DENV2 CPE rescue 2, ERAP1 inh -6, CASP6 VEID inh 1, ERp5 inh -1, CFTR F508del cor -0.5 and miR-122 sensor -5.
Screening CCOC(=O)C1=C(C)OC(N)=C(C#N)C1c1cc(SCC)oc1C (stereo not drawn) returned DENV2 CPE rescue 9, ERAP1 inh -1, SIRT5 inh 5, CASP6 VEID inh 3, ERp5 inh 0, CFTR F508del cor -0.5 and miR-122 sensor 3.
`C[C@@H]1CCCCO[C@@H](CN(C)S(=O)(=O)c2ccc(Cl)cc2)[C@@H](C)CN([C@H](C)CO)C(=O)c2cc(NC(=O)Nc3ccc(C(F)(F)F)cc3)ccc2O1` gave DENV2 CPE rescue 14, CFTR F508del cor 1.1 and miR-122 sensor 5[16.7 µM].
For COc1ccc(OC)c(/C=N\NC(=O)c2ccc(COc3ccc(C)cc3[N+](=O)[O-])o2)c1 the results were DENV2 CPE rescue 6, ERAP1 inh -2, SIRT5 inh 1, CASP6 VEID inh 2, ERp5 inh 2 and CFTR F508del cor -1.3.
Screening FC(F)(F)c1ccc(NC(=S)NC2CCCCC2)cc1 returned DENV2 CPE rescue -4, ERAP1 inh -2, SIRT5 inh 2, CASP6 VEID inh 0, ERp5 inh 3, CFTR F508del cor 0.4 and miR-122 sensor 61.
`O=C(NCc1ccco1)Nc1nnc([C@H]2C[C@H](O)[C@@H](CO)O2)s1` gave DENV2 CPE rescue inconclusive, ERAP1 inh 8, SIRT5 inh -4, CASP6 VEID inh 21, ERp5 inh 0 and CFTR F508del cor -4.3.
`CN(C)S(=O)(=O)c1cccc(NC(=O)COC(=O)c2cc(=O)c3ccccc3o2)c1` gave DENV2 CPE rescue inconclusive, ERAP1 inh 1, SIRT5 inh -6, CASP6 VEID inh -4, ERp5 inh 5, CFTR F508del cor -1.7 and miR-122 sensor 3.
`O=C1CN(C(=O)c2cccc([N+](=O)[O-])c2)CC(=O)N1` gave DENV2 CPE rescue 14, ERAP1 inh -3, SIRT5 inh -6, CASP6 VEID inh -4, ERp5 inh -1 and miR-122 sensor -1.
